Source: PubChem
Xi reactivation = activators of inactive X chromosome reactivation, primary screen, imaging, XiGFP fibroblasts, GFP high-content imaging, set 2 | XiGFP mouse fibroblasts, % GFP-positive cells imaging, 3 d; cells co-treated with 5-aza-dC sensitizer; scaled so ellipticine positive control = 100% | activation, % at 7.58 µM | hit rate 0.055% among 360,000 | AID 743238, 2013;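 active = mean normalized replicate activation at least 10% and every replicate at or above 10%; inconclusive = only one of the two criteria met; inactive = mean below 10% and not all replicates reach 10%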;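 note: 0% = median of on-plate neutral control wells and 100% = ellipticine 6 µM median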
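System: SV40-immortalized XiGFP fibroblast cells, line 68-5-11 / Incubation: 3-day compound exposure, then 15 min fixation at room temperature / Compound: single concentration per compound, delivered by pin transfer / Buffer or medium: DMEM plus 5-aza-dC sensitizer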
ARNT TACC3 PPI = disruptors of ARNT/TACC3 protein interaction, primary screen, biochemical, AlphaScreen, single concentration. Transforming acidic coiled-coil-containing protein 3 (Homo sapiens), Q9Y6A5. AlphaScreen His-ARNT PAS-B/GST-TACC3 binding, luminescence; TACC3 fragment carries E629A point mutation. inhibition, % at 9.99 µM. hit rate 0.66% among 390,000. AID 623870, 2012;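 active = mean inhibition of replicates at least 50% and at least half of replicates each reaching 50%; inconclusive = half or more replicates reach 50% but mean below 50%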;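 note: 0% = complete ARNT plus TACC3 wells and 100% = ARNT alone without TACC3; many hits fall short of the cut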
DENV2 CPE = inhibitors of DENV2 cytopathic effect, primary screen, cell-based, plate reader, single concentration. CPE inhibition, % at 9.99 µM. hit rate 1.7% among 350,000. DENV2-infected cells, cytopathic effect rescue; in the data active = CPE inhibition above about 20%, passing the limit was not always enough; inconclusive = no clear call, values can overlap the other calls; tested in BHK-21 cells;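 note: 0% = median of neutral control wells and 100% = median of positive control wells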
CFTR F508del cor = F508del CFTR correction, initial screen, CFBE line, single point. hit rate 0.36% among 350,000. AID 720511, 2013. CFBE cells, YFP halide quenching; stimulated with forskolin plus potentiator P3; % fluorescence drop versus neutral controls. activity (quench increase), % at 7.58 µM;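 active = mean added fluorescence quench of at least 8% versus neutral control, with both replicates also reaching 8%; inconclusive = only one of the mean or replicate conditions met; inactive = mean below 8% and not both replicates reaching 8%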;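 note: cells transiently co-express mutant CFTR-F508del with the halide-sensitive YFP; corrector assay measuring rescue of mutant channel to the surface after 24 h compound exposure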
EWS-Fli block = EWS/Fli-driven NR0B1 reporter inhibitors, primary screen, A673 cells, NR0B1 luciferase, luminescence, MLPCN library; viability-normalised; inhibition, % at 12.6 µM; hit rate 0.67% among 350,000; AID 651661, 2012;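 active = mean inhibition of at least 50% after viability correction, with every replicate also passing that limit; inconclusive = mean reaches 50% but only one of two replicates passes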;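 note: firefly luciferase signal divided by Alamar Blue viability fluorescence both relative to DMSO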
INS-1E GSIS act = GLuc luminescence reporter in INS-1E cells, primary screen for activators of glucose-dependent secretion of insulin; INS-1E GLuc reporter insulin secretion, 2-3 h; activation, % at 16.6 µM; hit rate 0.61% among 370,000; AID 743287, 2014;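 active = lowest replicate activation of at least 40%, so every replicate reaches that level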;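 note: 0% = median of neutral control wells and 100% = median of IBMX positive control wells; some compounds called inactive have numbers as strong as hits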
ERp5 block = inhibitors of ERp5-driven insulin aggregation, primary screen, biochemical, turbidity, absorbance 650 nm, single point; 90 min; inhibition, % at 9.99 µM; hit rate 0.05% among 350,000; AID 651711, 2012;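 active = mean replicate inhibition above about 25%, with every replicate also reaching it, limit read from the data, passing the limit was not always enough; inconclusive = only one of those two criteria met; inactive = neither criterion met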
Target sequence (Q15084 whole entry, looked up): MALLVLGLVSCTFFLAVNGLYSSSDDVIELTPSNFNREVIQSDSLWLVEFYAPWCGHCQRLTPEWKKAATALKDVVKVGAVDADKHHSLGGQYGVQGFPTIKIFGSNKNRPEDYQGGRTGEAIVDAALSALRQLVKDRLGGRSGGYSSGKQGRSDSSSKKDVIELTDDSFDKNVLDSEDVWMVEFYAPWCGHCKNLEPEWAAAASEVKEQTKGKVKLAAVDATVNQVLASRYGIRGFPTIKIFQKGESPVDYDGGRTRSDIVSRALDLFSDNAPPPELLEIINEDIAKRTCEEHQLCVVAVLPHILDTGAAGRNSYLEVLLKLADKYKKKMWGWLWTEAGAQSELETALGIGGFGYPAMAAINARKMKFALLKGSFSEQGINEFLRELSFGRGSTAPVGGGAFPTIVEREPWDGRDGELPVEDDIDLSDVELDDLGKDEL
PAX8 inh HTS = inhibitors of PAX8-driven TPO luciferase reporter, primary screen, RMG-I cells, single concentration | inhibition, % at 12.6 µM | SteadyGlo, 24 h | hit rate 1.2% among 360,000;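 active = mean replicate inhibition at least 60% with every replicate also reaching 60%; inconclusive = only one of the two criteria is met; inactive = mean below 60% and not all replicates reaching 60%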;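 note: luciferase light reporting Pax8 driven TPO promoter activity; plate controls were median of neutral control wells for no effect and mitoxantrone controls for full effect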
* = called active by the depositor; ? = inconclusive; / = no result given; & = joins results of further samples.

The opening 3 records (preview)
SMILES	Xi reactivation	ARNT TACC3 PPI	DENV2 CPE	CFTR F508del cor	EWS-Fli block	INS-1E GSIS act	ERp5 block	PAX8 inh HTS
CC(C)(C)n1nnnc1C(c1ccccc1)N1CCN(C(=O)c2ccco2)CC1 (configuration not stated)	0.0	/	-1	-0.3	-1	21	5	-5
COc1ccc(C2c3c(oc4ccccc4c3=O)C(=O)N2c2ccccn2)cc1OC (configuration not stated)	0.1	-2	/	2.3	-3	10	-1	-4
CC(=O)c1ccc(N2CCN(C(=O)c3c(-c4ccccc4Cl)noc3C)CC2)cc1	-0.1	-7	-2	-2.6	/	23	8	16

All compounds of this part (from the top)
SMILES	Xi reactivation	ARNT TACC3 PPI	DENV2 CPE	CFTR F508del cor	EWS-Fli block	INS-1E GSIS act	ERp5 block	PAX8 inh HTS
CC(C)(C)n1nnnc1C(c1ccccc1)N1CCN(C(=O)c2ccco2)CC1 (configuration not stated)	0.0	/	-1	-0.3	-1	21	5	-5
COc1ccc(C2c3c(oc4ccccc4c3=O)C(=O)N2c2ccccn2)cc1OC (configuration not stated)	0.1	-2	/	2.3	-3	10	-1	-4
CC(=O)c1ccc(N2CCN(C(=O)c3c(-c4ccccc4Cl)noc3C)CC2)cc1	-0.1	-7	-2	-2.6	/	23	8	16
CN1[C@@H]2Cn3c(ccc(-c4ccccc4)c3=O)[C@H]1[C@@H](C(=O)Nc1nccs1)[C@@H]2CO	0.0	0	-7	-0.5	-3	-7	-9	2
COc1cccc(C(=O)Nc2c3c(nn2-c2ccc(Cl)cc2)CS(=O)(=O)C3)c1OC	0.5	7	-2	-1.4	-5	18	0	-17
O=C(c1cccc(C(F)(F)F)c1)C1CCCN(C(=O)CCc2cnccn2)C1 (configuration not stated)	0.0	-9	3	-1.8	-3	-6	-18	-6
Cc1nc(N)c(Cc2ccccc2F)c(N)n1	0.2	-7	-2	3.3	-16	7	-1	-3
COc1ccc2c3c([nH]c2c1)[C@H](CO)N(C(=O)c1ccc(F)cc1)CC31CN(C)C1	0.3	/	-5	-1.6	0	9	/	/
Cc1ccc(-c2nc3ccc(Br)cn3c2Cc2cccc(Cl)c2)cc1	0.0	/	-3	-0.5	-72	-22	4	-141
COc1ccc(/C=C/C(=O)c2ccc3ccccc3c2O)cc1CN1CCOCC1	0.5	-2	/	/	/	-30	/	0
Cn1c(SCC(=O)Nc2ccc(Cl)cc2F)nnc1-c1ccco1	0.2	-18	-3	-0.1	-5	-6	0	-11
Brc1ccc(C2Nc3cccc4cccc(c34)N2)s1	0.1	3	-6	/	-8	0	5	3
Cc1cccc(S(=O)(=O)N[C@H]2CC[C@@H](CCNS(=O)(=O)c3ccccc3F)O[C@@H]2CO)c1	0.5	-21	-7	-2.5	2	1	-4	34
CC1CCc2c(ccc3ccccc23)C1=O (configuration not stated)	0.0	4	2	-3.8	-5	5	0	-15
CO[C@H]1CN(C)C(=O)c2cccc(C#N)c2OCC[C@H]2CC[C@H](OC)[C@@H](CN(C)C(=O)[C@H]1C)O2	0.1	/	-4	/	4	-1	-8	-14
CSC1=NC(C(Cl)(Cl)Cl)N=C(c2ccc(C)cc2)N1 (configuration not stated)	0.0	-6	-6	-0.8	59*	-18	2	-9
O=C(NNC(=S)Nc1ccccc1C(F)(F)F)c1ccc(Br)o1	0.3	-5	-5	-0.9	-14	-38	1	-17
Cc1ccc(NC(=O)CSC(C)C(=O)OCc2cc(=O)oc3cc(O)ccc23)cc1 (configuration not stated)	1.8	/	11	-1.9	-4	-9	1	15
CN(C)CCCN(C(=O)COc1ccccc1)c1nc2c(Cl)cccc2s1	-0.1	8	8	-0.2	4	-15	7	9
CC(=O)Nc1cc(-c2cccnc2)cn2c(-c3cccc(C(F)(F)F)c3)cnc12	0.0	/	-5	-4.4	-4	-1	0	-2
CC1CCCN(C2=C(NS(=O)(=O)c3ccc(Br)cc3)C(=O)c3ccccc3C2=O)C1 (configuration not stated)	0.3	7	-1	-1.6	-14	15	5	2
Cc1ccnc(SCCn2c(N(C)Cc3ccccc3)nc3c2c(=O)n(C)c(=O)n3C)n1	0.0	1	17	-3.5	5	11	6	5
Cc1ccc(Cn2nnc(C(=O)Nc3cccc(C)c3C)c2N)cc1	/	-1	/	/	/	-42	-1	14
O=C(Nc1nncs1)c1cc2c(s1)CCC2	0.0	-1	-1	-3.2	-59	-8	0	-59

Single records (already shown):
CC1CCc2c(ccc3ccccc23)C1=O (configuration not stated) as listed: Xi reactivation: 0.0; ARNT TACC3 PPI: 4; DENV2 CPE: 2; CFTR F508del cor: -3.8; EWS-Fli block: -5; INS-1E GSIS act: 5; ERp5 block: 0; PAX8 inh HTS: -15
O=C(Nc1nncs1)c1cc2c(s1)CCC2 as listed: Xi reactivation: 0.0; ARNT TACC3 PPI: -1; DENV2 CPE: -1; CFTR F508del cor: -3.2; EWS-Fli block: -59; INS-1E GSIS act: -8; ERp5 block: 0; PAX8 inh HTS: -59

Other entries:
SMILES	Xi reactivation	ARNT TACC3 PPI	DENV2 CPE	CFTR F508del cor	EWS-Fli block	INS-1E GSIS act	ERp5 block	PAX8 inh HTS
O=C(Cc1ccc(F)cc1)Nc1nc(-c2ccc(F)cc2)cs1	0.3	0	1	-1.9	6	-3	2	-23
Cc1cc(C)n2nc(SCC(=O)Nc3ccc(F)cc3)nc2n1	0.3	/	2	-0.3	-1	0	7	-6
Cc1noc(C)c1S(=O)(=O)Nc1ccc2c(c1)C(=O)N([C@@H](C)CO)C[C@H](C)[C@@H](CN(C)C(=O)Nc1ccc(C(F)(F)F)cc1)OCCCC[C@@H](C)O2	1.3	-5	20	-4.8	3	-3	5	65*
C[C@H]1CN([C@@H](C)CO)C(=O)c2cccc(NC(=O)Nc3cccc4ccccc34)c2O[C@H]1CN(C)Cc1ccc(C(F)(F)F)cc1	0.0	1	2	-1.6	7	-38	0	/
Cc1ccc(OCCNC(=O)C(=O)NCc2ccco2)cc1	2.2	/	1	0.5	45	2	1	19
COc1cc(C(=O)Cc2nc3ccccc3n2C)cc(OC)c1OC	-0.1	-13	-2	-0.2	-16	-3	5	-10
CN(C)CC#Cc1ccc([C@@H]2[C@H](CO)N3CCCCN(C(=O)C4CC4)C[C@@H]23)cc1	/	-1	3	-0.1	12	/	1	-14
Cc1ccc(S(=O)(=O)Nc2ccc3c(c2)C(=O)N([C@@H](C)CO)C[C@@H](C)[C@H](CN(C)Cc2ccccc2)O3)cc1	0.0	-7	18	1.2	/	7	8	15
O=C(O)c1ccccc1NS(=O)(=O)c1ccc(N/N=C/c2cccc(O)c2O)c([N+](=O)[O-])c1	-0.1	-7	8	-0.1	-6	/	5	0
CO[C@@H]1CN(C)C(=O)c2cc(NC(=O)c3cnccn3)ccc2OC[C@@H](C)N(C(=O)c2cnccn2)C[C@H]1C	0.2	1	-9	0.1	-4	9	-1	-6
CN(C)c1ccc2c(c1)[C@H]1C[C@@H](CC(=O)NCc3ccc(Oc4ccccc4)cc3)O[C@H](CO)[C@H]1O2	0.0	/	82*	1.6	10	-4	-3	13
COc1cc(OC)c(OC)cc1CN1CCc2ccccc2C1	/	7	-1	-2.3	6	16	2	/
N/C(=N\OC(=O)c1ccccc1Cl)c1ccccn1	/	-7	4	-0.4	54*	7	-1	/
CCOC(=O)C1C(c2ccccc2Cl)NC(=O)N(C)C1(O)C(F)(F)F (configuration not stated)	/	7	14	-1.6	2	-2	2	/
Cc1ccc(S(=O)(=O)N[C@@H]2CC[C@H](CCNC(=O)c3ccccc3F)O[C@H]2CO)cc1	-0.6	3	-2	2.0	-4	1	7	-4
Cc1noc(C)c1CSCC(=O)N(C)CC(=O)Nc1ccc(F)cc1	0.1	/	3	-1.5	-9	-8	-1	-9
CCc1ccc(CN2CCCC(C(=O)N3CCCCC3)C2)cc1 (configuration not stated)	0.2	-2	15	-0.5	15	-1	-1	5
O=S(=O)(NC1CCN(Cc2ccccc2)CC1)c1ccc(F)c(F)c1	0.0	/	4	-0.7	0	2	8	8
Cc1sc(N(C(=O)CCc2ccccc2)c2ccc(C(=O)O)cc2)nc1-c1ccccc1	0.2	2	1	-0.7	-4	11	-112	-25
Cc1ccc(S(=O)(=O)Nc2cccc3c2O[C@H](CN(C)S(=O)(=O)c2cn(C)cn2)[C@H](C)CN([C@H](C)CO)C3=O)cc1	-0.7	/	/	-0.5	-6	3	/	-15
Cc1cccc(C)c1NC(=O)COC(=O)c1ccc(N2CCCC2)c([N+](=O)[O-])c1	0.4	-8	/	/	/	3	/	-7
CCc1cc(=O)oc2cc(C)cc(OCC(=O)NCCc3c[nH]c4ccccc34)c12	/	2	-25	0.9	26	3	2	/
CSc1nc(C)nc(C2CC2)c1C#N	0.1	-15	3	1.5	2	6	4	14
C[C@@H]1CCCCO[C@@H](CN(C)C(=O)Nc2cccc3ccccc23)[C@@H](C)CN([C@H](C)CO)C(=O)c2cc(NC(=O)Nc3ccc(F)cc3)ccc2O1	0.0	2	-4	-0.2	6	12	-5	25
C=CCn1c(CNC(=O)c2ccco2)nnc1SCC(=O)c1ccc(OC)cc1	-0.2	1	-4	0.0	6	11	2	4
Cc1ccc(C)c(N2CCN(C(=O)Cn3c(=O)oc4cc(S(=O)(=O)N5CCCC5)ccc43)CC2)c1	-0.1	-15	-1	0.7	-1	-3	-3	12
COc1ccc2c3c(ccc2c1)C(=O)/C(=C/O)CC3	-0.2	-4	0	0.2	-70	/	3	-80
COC(=O)c1sc(NC(=O)C2c3ccccc3Oc3ccccc32)c(C(=O)OC)c1C	0.0	-5	/	/	/	-3	/	21
CCOC(=O)[C@]12CCC=C1N(Cc1ccccc1)C(=O)[C@H](CC(=O)NCCc1ccccc1OC)C2	-0.1	/	-4	-4.0	9	-38	-6	-5
COc1ccc(C(N)c2csc(NC(=O)Nc3ccccc3C(C)(C)C)n2)cc1 (configuration not stated)	-0.1	/	-14	2.7	9	/	3	6
CCCOc1ccc(/C=C/C(=O)O)cc1OC	0.1	-6	-1	-0.3	-2	2	2	8
COc1ccc(OCC(=O)NS(=O)(=O)c2ccccc2)cc1	0.3	-7	3	-3.0	1	4	-3	-16
O=C(O)[C@H]1[C@H](CO)[C@H]2Cn3c(ccc(C4=CCCCC4)c3=O)[C@H]2N1C(=O)Cc1cccnc1	-0.1	/	?	-0.9	-2	8	0	/
CCOC(=O)c1ccc(NC(=O)c2ccccc2N(C)S(=O)(=O)c2ccccc2)cc1	0.1	-8	-1	/	/	-20	5	5
O=C1OCCN1N=Cc1ccco1	0.3	8	-4	-2.7	3	22	-4	-7
C[C@@H]1CN([C@@H](C)CO)S(=O)(=O)c2ccc(C#CC3CC3)cc2O[C@@H]1CN(C)C(=O)c1cnccn1	-0.7	5	-2	2.4	-1	12	2	/
COc1ccc(/C=C/C(=O)NC(=S)NCCc2ccc(OC)c(OC)c2)cc1	/	-9	0	2.1	18	19&23	0&0	/

No enrichment for hits, and some 4.2% of all compounds hit somewhere here.
